Bioassay records: PubChem BioAssay, Broad Institute
CFTR F508del cor: CFTR F508del correction in bronchial cells. activity (quench increase), % at 7.58 µM. CFBE cells, YFP halide quenching; stimulated with forskolin plus potentiator P3; % fluorescence drop versus neutral controls. 0.36% of 350,000 active;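 active means mean added fluorescence quench of at least 8% versus neutral control, with both replicates also reaching 8%; inconclusive means only one of the mean or replicate conditions met; inactive means mean below 8% and not both replicates reaching 8%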;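 further: cells transiently co-express mutant CFTR-F508del with the halide-sensitive YFP; corrector assay measuring rescue of mutant channel to the surface after 24 h compound exposure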
DENV2 CPE rescue: DENV2-induced cell death inhibition | DENV2-infected cells, cytopathic effect rescue, plate reader | CPE inhibition, % at 9.99 µM | 1.7% of 350,000 active | AID 651640; in the data active means CPE inhibition above about 20%, passing the limit was not always enough; inconclusive means no clear call, values can overlap the other calls; tested in BHK-21 cells;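 further: 0% = median of neutral control wells and 100% = median of positive control wells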
FN deposition inh: fibronectin deposition inhibition. AID 743247. inhibition, % at 12.6 µM. 0.086% of 350,000 active. AH1F fibroblasts, Alexa488-fibronectin deposition fluorescence, overnight;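 active means mean inhibition across replicates of 30% or more, regardless of how many single replicates reach that level; inconclusive means mean under 30% yet at least half of replicates reach 30%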;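 further: positive control wells lacked labelled fibronectin entirely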
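material = AH1F fibroblast monolayer depositing Alexa488-labelled fibronectin into matrix | amount = 10000 AH1F cells/well | buffer or medium = DMEM plus 2% serum, read in PBS | incubation = 1 h cell adhesion before compound, then overnight fibronectin incubation | detection = fluorescence at 485 nm excitation, 525 nm emission | evaluation = percent inhibition as loss of matrix-bound fibronectin fluorescence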
PAX8 inh HTS: inhibitors of PAX8 transcriptional activity in RMG-I cells; RMG-I TPO-luciferase reporter, SteadyGlo, 24 h; inhibition, % at 12.6 µM; 1.2% of 360,000 active; AID 652154;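 active means mean replicate inhibition at least 60% with every replicate also reaching 60%; inconclusive means only one of the two criteria is met; inactive means mean below 60% and not all replicates reaching 60%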;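 further: luciferase light reporting Pax8 driven TPO promoter activity; plate controls were median of neutral control wells for no effect and mitoxantrone controls for full effect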
EWS-Fli inh: EWS/Fli transcriptional activity inhibition. inhibition, % at 12.6 µM. A673 NR0B1-luciferase reporter, viability-normalised. AID 651661. 0.67% of 350,000 active;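 active means mean inhibition of at least 50% after viability correction, with every replicate also passing that limit; inconclusive means mean reaches 50% but only one of two replicates passes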;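 further: firefly luciferase signal divided by Alamar Blue viability fluorescence both relative to DMSO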
miR-122 sensor: inhibitors of miR-122 in Huh7 cells; Huh7 miR-122 Renilla luciferase sensor, 48 h; neutral wells = 0, positive control = 100; activation (reporter increase), % at 12.5 µM; 0.3% of 340,000 active;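 active means mean replicate activation score at least 90 and every replicate individually at or above 90; inconclusive means only one of the two criteria met; inactive means neither criterion met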;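 further: higher luciferase means less miR-122 activity so hits act as miR-122 inhibitors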
INS-1E GSIS act: GLuc luminescence reporter in INS-1E cells, primary screen for activators of glucose-dependent secretion of insulin; INS-1E GLuc reporter insulin secretion, 2-3 h; activation, % at 16.6 µM; 0.61% of 370,000 active;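 active means lowest replicate activation of at least 40%, so every replicate reaches that level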;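 further: 0% = median of neutral control wells and 100% = median of IBMX positive control wells; some compounds called inactive have numbers as strong as hits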
* marks the source's active call; other numbers are inactive results; ? = inconclusive; nt = no result given; & = joins results of further samples; [ ] = another dose, or the depositor's remark.

SMILES	CFTR F508del cor	DENV2 CPE rescue	FN deposition inh	PAX8 inh HTS	EWS-Fli inh	miR-122 sensor	INS-1E GSIS act
C[C@@H]1CCCCO[C@@H](CN(C)S(=O)(=O)c2cccs2)[C@H](C)CN([C@@H](C)CO)C(=O)c2cc(NS(=O)(=O)c3ccccc3)ccc2O1	-1.6	-6	-13	-22	16	18[16.7 µM]	-11
COc1ccc(-c2cc(C(=O)N3CCCCC3)no2)cc1OC	-3.5	-2	nt	nt	-95	2	22
CCCN(C)C[C@H]1Oc2cc(-c3ccc(C)cc3)ccc2S(=O)(=O)N([C@@H](C)CO)C[C@H]1C	-2.5	6	-5	nt	-3	14[16.7 µM]	-1
N#CC12COC3(CCCCC3C1(C#N)C#N)OC2=N (centres undefined)	3.0	0	3	16	6	nt	-5
O=C(CN1C(=O)COc2ccc(Cl)cc21)Nc1nccs1	4.9	3	3	4	2	nt	-4
COc1ccc(NC(=O)Nc2ccc3c(c2)CC(=O)N([C@@H](C)CO)C[C@@H](C)[C@H](CN(C)S(=O)(=O)c2cn(C)cn2)O3)cc1	2.3	-10	nt	6	-6	3[16.7 µM]	-2
COc1ccc(OC)c(NC(=O)CSc2nc(O)cc(=O)n2CC(C)C)c1	-0.3	-6	7	7	13	2	26
COCCN(C[C@H]1[C@H](c2ccccc2)[C@@H](CO)N1C(C)=O)C(=O)c1cccnc1	2.1	-3	4	1	7	58[16.7 µM]	-4
O=C1CC(NS(=O)(=O)c2ccccc2F)CN1c1ccc2c(c1)OCCO2 (centres undefined)	1.0	5	4	-3	-6	nt	12
CC(=O)c1cccc(CN(C)CC2CCCN(CCc3ccccc3C)C2)c1 (centres undefined)	1.3	12	1	-18	11	-1	3
CSc1ncccc1C(=O)NC1CCCCCC1	0.2	12	4	-16	-4	nt	13
Cc1ccc(S(=O)(=O)N(C)C[C@@H]2OCCCC[C@@H](C)Oc3ccc(N(C)C)cc3C(=O)N([C@@H](C)CO)C[C@H]2C)cc1	1.9	nt	-5	59	-3	-7[16.7 µM]	-31
Cc1ccc(OCC(=O)NCCNC(=O)c2ccncc2)cc1C	-0.8	-4	-1	3	-1	-1	11
Cc1ccc(OCc2nnc(SCC(=O)Nc3cccc4ccccc34)n2-c2ccccc2)cc1	nt	nt	-1	20	nt	-5	nt
Cc1noc(C)c1S(=O)(=O)Nc1ccc2c(c1)C(=O)N([C@@H](C)CO)C[C@@H](C)[C@H](CN(C)C(=O)c1ccncc1)OCCCC[C@H](C)O2	-2.1	-1	nt	8	-8	7[16.7 µM]	4
Cc1cc(C)c(S(=O)(=O)N2CCN(C(=O)N(C)C)CC2)c(C)c1	-3.4	-1	2	-5	-4	-3	-1
COc1ccc(-c2ccc3c(c2)[C@@H]2[C@@H](CCN2C(=O)Cc2cccnc2)[C@@H](CO)N3C)cc1	-0.8	3	-4	3	3	-16[16.7 µM]	-11
O=C(COC(=O)CCSc1ccccc1Cl)Nc1ccc(F)cc1F	nt	1	6	1	3	nt	nt
CN1C(=O)c2cc(NC(=O)Cc3cccs3)ccc2OC[C@@H]2O[C@@H](CC(=O)NCCc3ccncc3)CC[C@@H]21	nt	-3	9	-2	2	nt	4
CC(C)OCCCn1c(=O)c2ccccc2n2c(CCC(=O)N3CCN(c4ccccn4)CC3)nnc12	-0.7	?	3	15	-2	-5	-10
O=C(CN1CCN(c2ccccc2)CC1)c1c[nH]c2ccccc12	-2.3	-5	1	2	12	2	-2
O=C(NC1CCCC1)c1c(O)nc2sccn2c1=O	0.5	3	nt	-3	-2	nt	29
C[C@@H]1CN([C@H](C)CO)C(=O)Cc2cc(NC(=O)Nc3ccc(F)cc3)ccc2O[C@H]1CN(C)C(=O)Nc1ccc2c(c1)OCO2	-1.2	2	-7	-2	-4	-6[16.7 µM]	-5
COc1ccc2[nH]cc(CCN3C(=O)c4ccc(C(=O)O)cc4C3=O)c2c1	-0.5	-1	-4	-103	-101	4	-24
Cc1nnc(SCC(=O)NCc2ccc(F)cc2)[nH]c1=O	-4.2	nt	nt	-3	0	nt	-4
Going on with the list:
SMILES	CFTR F508del cor	DENV2 CPE rescue	FN deposition inh	PAX8 inh HTS	EWS-Fli inh	miR-122 sensor	INS-1E GSIS act
COc1ccc(CN2CCCC(CNC(=O)c3ccc(F)cc3)C2)c(F)c1 (centres undefined)	-0.7	-11	-1	-6	2	nt	-7
O=C1CC(c2nc3ccccc3[nH]2)CN1c1ccccc1 (centres undefined)	nt	nt	1	5	nt	-2	nt
C[C@@H]1CN([C@H](C)CO)C(=O)CCCn2nncc2CO[C@@H]1CN(C)C(=O)CCC(F)(F)F	4.5&-1.7&1.3	?	13&1	-4&-1	2&-3&4	-1	5&14
O=C(O)CCc1ccc(-c2cccs2)n1NC(=O)c1cccs1	nt	-8	nt	-24	-2	-3	1
CCN(CC)CCN(C)C(=O)c1ccc(OC2CCN(C(=O)C3CC3)CC2)cc1	-1.5	-2	9	16	-2	3	6
CC(=O)Nc1ccc(-c2nc3cc(Cl)ccc3o2)cc1	5.2	-5	-13	-23	-70	-1	23
COc1ccc(NC(=O)CCNS(=O)(=O)c2cc(Br)cnc2N)c(OC)c1	-0.1	-3	-1	10	7	7	11
Cc1cccc(NS(=O)(=O)c2ccc(C)c(C(=O)NCC(c3cccs3)N(C)C)c2)c1 (centres undefined)	1.7	-4	2	4	-1	34	-20
COc1ccc(-c2c3c(=O)n(C)c(=O)n(C)c3cn2-c2ccc(O)cc2)cc1	2.1	4	2	-4	-1	-4	3
CCC1Oc2ccccc2N(CC(=O)NCCCN2CCCC2)C1=O (centres undefined)	-2.5	?	-13	19	-7	1	-10
CCc1ccc(CN2CC(C(=O)O)CC2=O)cc1 (centres undefined)	-1.9	-3	nt	nt	-5	-3	nt
CCCNC(=O)C1(C)CCCN(C/C=C/c2ccccc2)C1 (centres undefined)	-1.9	-3	nt	-12	-4	-11	nt
CCCC(=O)Nc1ccc2c(c1)C(=O)N(C)C[C@@H](OC)[C@H](C)CN(C(=O)c1ccncc1)[C@H](C)CO2	0.3	19	11	-2	-4	nt	-1
COc1cccc(CNCc2cccnc2)c1OCc1ccccc1	1.0	nt	-2	-4	7	1	13
COC(=O)c1c(NC(=O)CCCC(=O)O)sc2c1CCC2	-0.7	nt	nt	nt	-8	-1	3
CO[C@@H]1CN(C)C(=O)c2cc(NC(=O)C3CC3)ccc2OC[C@H](C)N(C(=O)c2cccnc2)C[C@H]1C	-0.2	7	5	nt	-13	nt	-2
CN(C(=O)c1nn(C)c2c1CSc1ccccc1-2)c1ccc(F)cc1	0.4	19	-4	6	nt	nt	0
C[C@@H]1CCCCO[C@@H](CN(C)Cc2ccc(C(=O)O)cc2)[C@@H](C)CN([C@@H](C)CO)C(=O)c2cc(NS(=O)(=O)c3ccccc3)ccc2O1	-0.5	?	6	-4	-8	-9[16.7 µM]	5
CC(C)C(NS(=O)(=O)c1ccccc1)C(=O)N1CCCC1 (centres undefined)	1.3	4	0	-11	-3	1	4
c1ccc2c(C3=NNC(=NC4CC4)SC3)c[nH]c2c1	nt	nt	-9	-22	nt	-10	4
O=C(COC(=O)c1cccnc1Nc1cccc(C(F)(F)F)c1)NCc1ccc2c(c1)OCO2	nt	nt	-4	1	nt	-9	nt
CCN1[C@H](C(=O)NCc2cccc(OC)c2)[C@@H](CO)[C@@H]2Cn3c(ccc(C4=CCCCC4)c3=O)[C@@H]21	1.4	-2	nt	nt	-8	-2[16.7 µM]	2
CCN1CCN(S(=O)(=O)c2ccc(OC)c(NC(=O)c3ccccc3F)c2)CC1	-2.0	7	2	nt	0	nt	11
CC(C)C#Cc1ccc([C@H]2[C@@H](C#N)N(C(=O)C3CC3)[C@H]2CO)cc1	3.7	-19	4	5	1	nt	3
O=S1(=O)N=C(N(CCO)/N=C/c2ccncc2)c2ccccc21	-2.6	0	-6	16	9	-1	28
The list continues:
SMILES	CFTR F508del cor	DENV2 CPE rescue	FN deposition inh	PAX8 inh HTS	EWS-Fli inh	miR-122 sensor	INS-1E GSIS act
CCCCN(C)CCNC(=O)c1nn(-c2ccc(OC)cc2)c(=O)c2c1c1ccccc1n2C	nt	-1	-3	23	2	8	-7
CCN(CC)CCCNC(=O)CCC(=O)NNc1nc2ccccc2c2nc(C)nn12	0.2	-2	-11	2	2	nt	4
O=C(O)c1cc(S(=O)(=O)N2CCN(C(=O)c3ccco3)CC2)c(Cl)cc1Cl	-6.2	1	7	-14	4	nt	13
O=[N+]([O-])c1ccc(CN2CC(N3CCCC3)CS2(=O)=O)cc1 (centres undefined)	0.3	8	8	-1	-3	4	8
O=S(=O)(c1ccccc1F)N1[C@@H]2CNC[C@H]1C2c1ccc(/C=C/c2ccccc2)cc1 (some centres undefined)	-1.4&4.6	?	-3&-4	nt	-5&26	nt	-5&7
Cc1ccc(OCc2n[nH]c(=S)n2C2CCCCC2)cc1	1.9	1	nt	nt	28	1	12
O=C1CSc2ccc(S(=O)(=O)N3CCN(c4ccccc4F)CC3)cc2N1	-1.8	-4	0	10	nt	11	-18
NC(=O)c1ccc(Oc2ccc3c(c2)CCC3)c([N+](=O)[O-])c1	2.6	-5	6	-10	33	3	34
COc1ccc(S(=O)(=O)N2C[C@@H](O)COC[C@@H]3O[C@H](CC(=O)NCCCN4CCOCC4)CC[C@H]32)cc1	-0.9&-1.2	?	3&14	-12&-33	-7&5	2[16.7 µM]	15&20
COc1ccc(C(CNC(=O)c2oc3ccc(C)cc3c2C)N2CCCCC2)cc1 (centres undefined)	-1.6	-2	-10	9	21	nt	-19
CCCCNC(=S)N1CCN(c2nc3ccccc3s2)CC1	4.8	-5	5	1	-18	5	15
C[C@@H]1CCCCO[C@H](CN(C)C(=O)c2ccccc2)[C@H](C)CN([C@@H](C)CO)C(=O)c2cc(NC(=O)Nc3ccc(C(F)(F)F)cc3)ccc2O1	5.1	-14	nt	87*	10	-12[16.7 µM]	20
COCc1c(C(=O)Nc2ccc(Cl)cc2F)oc2ccccc12	2.3	3	-9	-50	-53	nt	-4
O=C(Nc1ccc(Cl)c(Cl)c1)N1CCSC1c1ccco1 (centres undefined)	nt	nt	-19	-10	nt	9	-41
Cc1ccccc1-c1ccc2c(c1)O[C@H](CN(C)C(=O)C1CC1)[C@H](C)CN([C@H](C)CO)S2(=O)=O	-0.6	-6	-15	nt	5	nt	-13
Cc1nnc(-c2ccc(Oc3ccc(C)c(C)c3)c([N+](=O)[O-])c2)o1	nt	nt	-2	13	-5	nt	-10
CCOC(=O)N1CCC(NC(=O)c2ccc3c(c2)N(C)CCS3)CC1	nt	nt	-5	nt	nt	3	-1
COc1ccc(CNC(=O)c2sccc2C)cc1	-2.4	0	-5	-6	-19	0	-7
Cc1noc(C)c1NC(=O)N(C)C[C@@H]1Oc2ccc(NC(=O)Nc3ccccc3)cc2CC(=O)N([C@@H](C)CO)C[C@H]1C	2.0	-7	-8	-26	-5	7[16.7 µM]	-1
CC(=O)c1cccc(Nc2cc(C)nc3c(C)cccc23)c1	6.7	0	1	-9	-3	nt	nt
Cc1ccc(C(=O)C2CCN(CC(=O)NC3CCCC3)CC2)cc1	-0.2	6	-5	4	8	nt	1
CCn1c(-c2csc(C(C)C)c2)n[nH]c1=S	2.1	-2	0	0	13	0	nt
CCOc1ccccc1CN1CCN(C2CCSCC2)CC1CCO (centres undefined)	-1.1	-5	0	1	2	3	-5
O=C1CC(Cc2ccc(Cl)cc2)C(=O)N1c1cc(Cl)ccn1 (centres undefined)	2.4	-7	4	19	4	nt	-24
COc1ccc(CN(C)C[C@H]2OCCCC[C@H](C)Oc3ccc(NC(=O)Nc4ccc(C(F)(F)F)cc4)cc3C(=O)N([C@H](C)CO)C[C@H]2C)cc1	8.7*	9	nt	102*	?	-28[16.7 µM]	-3
